TCR act = T cell receptor activation; primary human leukocytes, anti-CD3, IL-2 HTRF, 48 h; Potency, µM (titrated, usually from 9.22 µM), for the others: at the highest dose activation of IL-2 secretion, usual class: activators; 330,000 tested, under 10 active; AID 504894; further: % of control where 0% means no effect
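HTRF read-out of IL-2 secretion: europium cryptate donor excited at 320nm, d2 acceptor emission at 665nm. Cells were primary human leukocytes incubated 48 hr with compounds and a-CD3 beads, supplying TCR signal only.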
TRPV1 ag = human TRPV1 agonism. 320,000 compounds, 0.19% hits. TRPV1-expressing cells, Fluo-8 calcium influx, agonist mode. activation, % at 8.33 µM. AID 540275. Q8NER1; in the data active means activation above about 80%; inconclusive means between about 30% and that limit; further: 0% is about no effect
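Cells expressing TRPV1 were dye-loaded with Fluo-8 and read kinetically: 10 s baseline, 3 min after compound (agonist portion), then 2 min after EC20 capsaicin (allosteric enhancer portion). Calcium-bound dye fluorescence at 480/520 nm.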
PTAP TSG101 blk = blocks PTAP/TSG101 interaction to inhibit HIV-1 budding; Fluorescence polarization, FITC-PTAP peptide / Tsg101 binding; Potency, µM (highest dose often 115 µM), without a hit: at the top dose activity change, negative = inhibition, most hits filed as inhibitors; 340,000 tested, under 10 active; active means well fitted inhibition curve with a large enough effect in the main read-out, with a control signal flat, not every such curve was filed as active; inconclusive means small, poorly fitted or top-dose-only effect, or effect the other way, or a change in a side signal; inactive means no such curve, though single readings can be large or run the other way; further: potency means the concentration at half of the fitted maximal effect; % of control where 0% means no effect
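Tsg101 binding domain (10 uM final) was mixed with compound and a FITC-labeled PTAP peptide (50 nM final) in HEPES pH 7.5 buffer with NaCl, Tween 20, EDTA and TCEP; fluorescence polarization was read after 20 min at r.t.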
MLL CXXC-DNA inh = blocks binding of human MLL CXXC domain to DNA; MLL-CXXC / FITC-HOXA9 DNA fluorescence polarization; Potency, µM (highest dose often 115 µM), inactives show at the top dose activity change, negative = inhibition, actives largely listed as inhibitors; 290,000 compounds, 0.037% hits; AID 2662; active means well fitted inhibition curve with a large enough effect in the polarisation, with a control signal flat, not every such curve was filed as active; inconclusive means small, poorly fitted or top-dose-only effect, or effect the other way, or a change in a side signal; inactive means no such curve, though single readings can be large or run the other way; the % refers to the polarisation; further: potency means the concentration at half of the fitted maximal effect
Target sequence (Q03164 whole entry, looked up, the tested form may be a part): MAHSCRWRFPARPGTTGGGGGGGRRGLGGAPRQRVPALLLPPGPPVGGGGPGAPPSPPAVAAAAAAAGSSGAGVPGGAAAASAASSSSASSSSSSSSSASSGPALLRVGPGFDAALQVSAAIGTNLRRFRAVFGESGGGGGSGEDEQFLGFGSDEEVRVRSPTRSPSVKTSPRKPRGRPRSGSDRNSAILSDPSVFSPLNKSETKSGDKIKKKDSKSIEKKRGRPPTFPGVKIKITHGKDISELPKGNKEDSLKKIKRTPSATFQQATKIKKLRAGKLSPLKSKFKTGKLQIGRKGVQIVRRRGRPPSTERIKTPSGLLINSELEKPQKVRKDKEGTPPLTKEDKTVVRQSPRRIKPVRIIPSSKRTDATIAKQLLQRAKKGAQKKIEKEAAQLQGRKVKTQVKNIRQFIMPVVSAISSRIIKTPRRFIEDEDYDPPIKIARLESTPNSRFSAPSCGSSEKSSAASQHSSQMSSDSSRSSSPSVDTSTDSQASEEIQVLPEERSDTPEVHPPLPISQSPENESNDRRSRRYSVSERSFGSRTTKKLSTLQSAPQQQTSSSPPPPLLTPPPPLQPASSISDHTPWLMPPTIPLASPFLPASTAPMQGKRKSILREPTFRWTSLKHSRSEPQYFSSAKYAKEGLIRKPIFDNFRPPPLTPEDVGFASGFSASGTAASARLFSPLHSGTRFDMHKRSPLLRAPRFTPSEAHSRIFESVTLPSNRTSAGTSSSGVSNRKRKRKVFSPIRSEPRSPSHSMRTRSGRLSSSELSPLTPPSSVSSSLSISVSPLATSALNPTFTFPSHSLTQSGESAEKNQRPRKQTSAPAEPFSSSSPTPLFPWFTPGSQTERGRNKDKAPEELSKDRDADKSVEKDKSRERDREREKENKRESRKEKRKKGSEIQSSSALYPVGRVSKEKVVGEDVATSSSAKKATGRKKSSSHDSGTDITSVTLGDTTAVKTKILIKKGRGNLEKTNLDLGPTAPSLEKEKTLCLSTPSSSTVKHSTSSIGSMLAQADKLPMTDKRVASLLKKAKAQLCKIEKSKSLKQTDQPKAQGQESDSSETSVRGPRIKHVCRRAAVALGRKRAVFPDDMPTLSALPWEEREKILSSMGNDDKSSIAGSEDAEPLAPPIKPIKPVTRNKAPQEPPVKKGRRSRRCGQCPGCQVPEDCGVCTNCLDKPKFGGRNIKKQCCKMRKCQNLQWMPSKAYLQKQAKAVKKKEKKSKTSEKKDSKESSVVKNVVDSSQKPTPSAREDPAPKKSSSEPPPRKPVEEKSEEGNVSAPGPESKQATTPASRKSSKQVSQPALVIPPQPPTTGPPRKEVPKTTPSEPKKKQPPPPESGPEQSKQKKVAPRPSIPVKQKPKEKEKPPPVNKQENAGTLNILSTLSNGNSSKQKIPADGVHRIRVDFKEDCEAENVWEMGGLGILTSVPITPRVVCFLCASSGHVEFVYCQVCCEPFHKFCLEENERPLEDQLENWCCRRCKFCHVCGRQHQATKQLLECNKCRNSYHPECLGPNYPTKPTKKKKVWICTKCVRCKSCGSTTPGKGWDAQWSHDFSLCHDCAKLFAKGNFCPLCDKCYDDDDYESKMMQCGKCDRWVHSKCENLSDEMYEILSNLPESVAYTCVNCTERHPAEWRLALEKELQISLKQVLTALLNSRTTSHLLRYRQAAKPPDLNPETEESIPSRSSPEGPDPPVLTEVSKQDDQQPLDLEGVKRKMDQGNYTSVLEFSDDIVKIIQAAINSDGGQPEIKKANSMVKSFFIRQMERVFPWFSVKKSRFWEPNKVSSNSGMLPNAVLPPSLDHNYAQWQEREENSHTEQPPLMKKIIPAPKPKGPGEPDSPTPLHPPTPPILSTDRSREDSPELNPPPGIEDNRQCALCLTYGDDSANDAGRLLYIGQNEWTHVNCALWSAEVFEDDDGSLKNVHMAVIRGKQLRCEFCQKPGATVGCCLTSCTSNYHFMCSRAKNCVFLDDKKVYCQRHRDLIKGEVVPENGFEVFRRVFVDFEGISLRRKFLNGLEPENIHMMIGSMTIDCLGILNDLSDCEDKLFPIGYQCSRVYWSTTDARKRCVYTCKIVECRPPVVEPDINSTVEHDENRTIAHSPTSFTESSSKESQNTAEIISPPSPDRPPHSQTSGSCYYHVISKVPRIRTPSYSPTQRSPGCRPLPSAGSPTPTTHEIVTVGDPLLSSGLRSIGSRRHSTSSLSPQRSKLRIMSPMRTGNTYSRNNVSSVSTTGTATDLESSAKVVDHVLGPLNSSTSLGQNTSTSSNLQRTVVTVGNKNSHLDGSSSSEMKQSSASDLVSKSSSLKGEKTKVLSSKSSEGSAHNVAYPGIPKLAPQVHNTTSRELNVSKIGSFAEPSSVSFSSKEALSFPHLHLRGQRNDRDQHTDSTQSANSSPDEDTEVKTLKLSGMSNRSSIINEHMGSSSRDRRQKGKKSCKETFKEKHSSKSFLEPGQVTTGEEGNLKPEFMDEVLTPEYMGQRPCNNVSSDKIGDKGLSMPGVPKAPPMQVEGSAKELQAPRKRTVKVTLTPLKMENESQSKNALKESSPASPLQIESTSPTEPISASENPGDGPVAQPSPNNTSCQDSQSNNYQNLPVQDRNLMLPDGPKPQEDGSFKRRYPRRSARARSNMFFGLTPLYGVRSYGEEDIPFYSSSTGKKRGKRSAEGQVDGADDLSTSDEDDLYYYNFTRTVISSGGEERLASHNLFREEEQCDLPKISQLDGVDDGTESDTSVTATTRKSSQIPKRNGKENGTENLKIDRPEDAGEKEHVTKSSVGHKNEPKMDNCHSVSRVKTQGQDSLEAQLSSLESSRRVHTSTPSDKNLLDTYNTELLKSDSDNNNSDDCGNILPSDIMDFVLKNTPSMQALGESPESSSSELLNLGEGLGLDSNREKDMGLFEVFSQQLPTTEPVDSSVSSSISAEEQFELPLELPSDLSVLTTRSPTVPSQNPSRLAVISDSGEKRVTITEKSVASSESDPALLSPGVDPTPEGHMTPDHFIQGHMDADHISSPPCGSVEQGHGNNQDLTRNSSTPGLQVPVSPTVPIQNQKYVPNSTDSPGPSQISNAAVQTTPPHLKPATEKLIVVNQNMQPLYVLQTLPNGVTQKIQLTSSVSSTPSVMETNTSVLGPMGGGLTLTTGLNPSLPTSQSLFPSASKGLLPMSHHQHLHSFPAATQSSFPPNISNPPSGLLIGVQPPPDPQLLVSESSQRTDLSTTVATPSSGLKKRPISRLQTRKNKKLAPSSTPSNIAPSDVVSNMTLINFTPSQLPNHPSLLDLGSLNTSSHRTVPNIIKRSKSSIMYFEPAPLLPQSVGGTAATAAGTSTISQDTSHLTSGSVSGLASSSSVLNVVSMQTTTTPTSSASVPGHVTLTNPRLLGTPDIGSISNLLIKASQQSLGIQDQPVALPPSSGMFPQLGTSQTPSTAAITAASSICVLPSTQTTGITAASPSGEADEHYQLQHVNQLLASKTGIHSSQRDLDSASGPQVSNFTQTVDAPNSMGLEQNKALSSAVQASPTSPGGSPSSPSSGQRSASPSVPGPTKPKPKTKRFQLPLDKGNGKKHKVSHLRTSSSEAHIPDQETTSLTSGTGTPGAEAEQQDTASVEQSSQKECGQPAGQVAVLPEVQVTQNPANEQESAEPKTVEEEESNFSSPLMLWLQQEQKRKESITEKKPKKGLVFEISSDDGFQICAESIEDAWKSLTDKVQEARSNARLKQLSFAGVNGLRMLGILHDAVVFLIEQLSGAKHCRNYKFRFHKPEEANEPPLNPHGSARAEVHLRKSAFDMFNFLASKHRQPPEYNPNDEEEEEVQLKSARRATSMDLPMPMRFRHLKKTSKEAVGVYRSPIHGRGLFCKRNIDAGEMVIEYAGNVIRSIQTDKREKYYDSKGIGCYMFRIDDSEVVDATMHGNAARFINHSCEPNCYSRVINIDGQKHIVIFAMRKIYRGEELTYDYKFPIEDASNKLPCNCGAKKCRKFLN
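Steps: dispense CXXC domain solution (7 uM) → pin compounds or unlabeled HOX-A9 DNA control → 5 min ambient → add FLSN-HOX-A9 solution (50 nM) → spin → 30 min ambient → fluorescence polarization. Tris pH 7.5/NaCl/DTT/BSA buffer.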
B2AR arrestin = beta2AR (human) beta-arrestin recruitment activity. P07550. beta-arrestin recruitment to beta2AR, cell-based reporter. Potency, µM (highest dose often 46.1 µM), inactives show at the top dose activation, most hits filed as activators. 330,000 compounds, 0.02% hits;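 further: potency means the concentration at half of the fitted maximal effect; 0% = DMSO controls and full agonism = EC100 isoproterenol or metaproterenol; nearly all actives have a fitted effect of over 65% in size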
BRCA1 expr act = activators of BRCA1 expression. MCF7-BRCA1-FFLuc reporter, luminescence, 48 h; response scale: scaled: vehicle 0%, 10 µM genistein 100%. AID 624202. 380,000 compounds, 1.1% hits. Potency, µM (series often up to 46.1 µM), for inactives: top-dose activation, actives largely listed as activators; further: potency means the concentration at half of the fitted maximal effect; nearly all actives have a fitted effect of over 80% in size; some results filed as inactive show a strong effect at the top dose
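Luminescence from a BRCA1-driven firefly luciferase in MCF7 cells was read after 48 h compound exposure at 37 C. Data normalized against DMSO and a 10microM genistein activation control, then curve-fitted across the titration.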
Integrin act MD = activators of alpha7 integrin expression for muscular dystrophy; 350,000 compounds, 0.064% hits; Potency, µM (highest dose often 38.3 µM), inactives show at the top dose activation, usual class: activators; alpha7betagal myoblasts, beta-gal FDG fluorescence, 48 h; AID 624291;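 further: potency means the concentration at half of the fitted maximal effect; 100% = response of the positive control SU9516; nearly all actives have a fitted effect of over 60% in size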
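alpha7betagal+/- myoblasts (passage 13, 250/well) treated 48 h at 37C with compounds at 1:260 dilution of DMSO stock. Lysed, then beta-galactosidase activity read as FDG fluorescence (ex 480/em 540) after 30 min, with pre-read for autofluorescence.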
p53 reactivation = re-activators of mutant p53; H1299 p53-A138V BP100-luciferase reporter, luminescence, 24 h; 320,000 compounds, 0.063% hits; Potency, µM (doses to about 92.2 µM), for the others: at the highest dose activity change, positive = activation, usual class: activators; further: potency means the concentration at half of the fitted maximal effect; % of control where 0% means no effect; nearly all actives have a fitted effect of over 45% in size
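p53-null H1299 cells stably carrying temperature-sensitive p53-A138V and a BP100-luciferase reporter were pinned with compounds (4-point, 1:5 series) and held 24 hrs at 37 deg C. Luminescence was read 10 min after detection reagent.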
A-T KAP1 phos = potential ataxia-telangiectasia treatment. […] A-T fibroblasts, KAP-1 phosphorylation AlphaLISA; neocarzinostatin DNA damage 30 min before lysis. 320,000 compounds, 0.19% hits. Potency, µM (top dose mostly 57.5 µM), inactives show top-dose activation, usual class: activators; further: potency means the concentration at half of the fitted maximal effect; % of control where 0% means no effect; nearly all actives have a fitted effect of over 45% in size
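ATM-like activity read as KAP-1 phosphorylation via AlphaLISA donor/acceptor antibody pairs after lysis and 6 hr at 25C. Cells were ATM-null patient fibroblasts ([…], hTERT), dosed 60 min, then exposed to the DSB inducer NCS for 30 min.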
ELG1 DNA repair = blocks ELG1-dependent DNA repair in HEK293T cells; HEK293T ELG1-luciferase reporter, luminescence, 16 h; DNA damage induced by 5-fluorouridine; Potency, µM (series often up to 46.1 µM), without a hit: top-dose activity change, negative = inhibition, actives largely listed as inhibitors; 330,000 compounds, 2.3% hits; further: potency means the concentration at half of the fitted maximal effect; on the % scale 0 is the no-effect control and ±100 the full control effect; nearly all actives have a fitted effect of over 55% in size
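Cells (2,000 per well) received 5-fluorouridine plus test compound or DMSO and were incubated 16 hr at 37 °C, 5% CO2. Luciferase activity was read by luminescence 30 min after ONE-Glo addition; signal suppression marked inhibition of damage-induced ELG1 function.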
* = called active by the depositor; u = inconclusive; x = no result given; [ ] = another dose, or the depositor's remark. Unless noted, the call rests on the fitted dose curve; in most records, active means well fitted curve in the direction sought with a large enough effect; inconclusive means small, poorly fitted or top-dose-only effect, or another doubt; inactive means no such curve, though single readings can be large; an effect the other way counts as inactive or inconclusive.

SMILES | TCR act | TRPV1 ag | PTAP TSG101 blk | MLL CXXC-DNA inh | B2AR arrestin | BRCA1 expr act | Integrin act MD | p53 reactivation | A-T KAP1 phos | ELG1 DNA repair
CNS(=O)(=O)c1cn(CC(=O)NCc2ccc(N(C)C)cc2)cc1S(=O)(=O)NC | -3% | 0 | -1% | 12% | -0.6% | -18% | -8% | 2% | -9% | 12%
CCc1ccc(NC(=O)C2CCN(C(=O)N3CCOc4ccccc43)CC2)cc1 | -3% | -2 | -6% | x | -0.1% | -16% | -5% | x | -6% | -15%
CC(=O)Oc1ccc(-c2cccc(C(=O)OCC(=O)N(C)c3ccccc3)c2)cc1 | 1%[46.1 µM] | 13 | -2% | -6% | 8.4% | -31% | 4% | u | 1% | -29%
c1ccc(Cc2nnc3sc(Nc4ccccc4)nn23)cc1 | x | u | -5% | 4% | -0.3% | -22% | -2% | 1% | 2% | 0%
Cn1c(CSCc2ccc(F)cc2)n[nH]c1=S | x | -2 | 4% | -1% | 0.0% | 20% | -47%[inhibitor] | 13% | 7% | -12%
O=C1C(=Cc2cccn2-c2ccc(O)cc2)C(=O)c2ccccc21 | 4% | 5 | u | u | -0.2% | 12% | 13% | 1% | 1% | 8%
Cn1c(=O)c2c(nc(N3CCN(Cc4ccccc4)CC3)n2CCSc2ncccn2)n(C)c1=O | x | 5 | x | -15% | 0.1% | x | x | 1% | -10% | 5.2µM*
CC(C)NS(=O)(=O)c1ccc(OCC(=O)NCc2ccc3c(c2)OCO3)c(Cl)c1 | 10% | -1 | -11% | 2% | 0.0% | -22% | 2% | -4% | 4% | u
Fc1ccc(CCN2CCN=C2Nc2ccccc2)cc1 | 2% | 2 | x | x | 0.2% | 5% | -4% | 0% | 4% | u
Cc1cc(NC(=O)c2cccc(Oc3ccccc3)c2)n[nH]1 | -2% | 21 | 2% | -10% | 0.5% | 11µM* | 2% | 24% | -1% | u
COc1ccc(C)cc1NC(=O)c1cccc(C(=O)Nc2cc(C)ccc2OC)c1 | 1% | 2 | -1% | 15% | -4.4% | 0% | 13% | x | -1% | u
O=C(Cc1c(O)c2ccccc2[nH]c1=O)N(Cc1ccccc1)Cc1ccccc1 | x | -2 | -6% | -5% | -0.5% | -54% | 15%[7.66 µM] | -9% | -6% | 0%
O=C(Nc1ccccc1[N+](=O)[O-])C1C(c2ccccc2)=C1c1ccccc1 | 1% | 26 | -1% | 3% | -0.8% | -2% | -14% | 0% | -1% | -6%
CC(C)NC(=O)CSc1nnc(-c2ccc(C(C)(C)C)cc2)n1C | -1%[46.1 µM] | 4 | -3% | 10% | 0.2% | 21% | 4% | 5% | 0% | 6%
COC(=O)Cn1ncc(N2CC(C)OC(C)C2)c(Cl)c1=O (centres undefined) | -7% | -4 | -4% | 24% | -0.1% | 21% | -11% | -3% | 5% | 1%
Cc1cc(NC(=O)c2ccccc2-c2ccccc2C(=O)O)no1 | -2% | 0 | 0% | 9% | 0.2% | 12% | 14% | 5% | 3% | 2%
CC(=O)c1ccccc1NC(=O)COC(=O)/C(=C/c1ccccc1)n1nnnc1C | 1% | -2 | 0% | 15% | -0.2% | -37% | -45% | -17% | 13% | u
COc1ccc(CN2C[C@H]3CCCN3c3cc(Br)ccc3S2(=O)=O)cc1 | 4%[46.1 µM] | x | 6% | x | -0.1% | -30% | 4% | 8% | -2% | u
Cc1cc(CNC(=O)COC(=O)c2ccc(Cl)c(N)c2)cc(C)c1O | 3% | 1 | -6% | x | -2.6% | 1% | 24% | -5% | -1% | -2%
CC(=O)Nc1ccc(NC(=O)C(C)Oc2ccccc2C(=O)NCc2ccccc2)cc1 (centres undefined) | 1% | 2 | 0% | x | -1.1% | -23% | u | -4% | 8% | -18%
CC(=O)C1=C(C)Nc2ncnn2C1c1ccc(Cl)cc1 (centres undefined) | -1% | 1 | 1% | 3% | -0.4% | 0% | -22% | -2% | 1% | 12%
O=C(NNS(=O)(=O)c1ccccc1[N+](=O)[O-])c1cccc(Cl)c1 | 2%[46.1 µM] | 2 | -12% | -4% | -0.2% | 2% | -26% | 7% | 0% | 2%
O=C1C2C3C=CC(C3)C2C(=O)N1CNc1ccccc1 (centres undefined) | 0% | 2 | 1% | 2% | 0.1% | -21% | 15% | 4% | 0% | 3%
Cc1nn(Cc2c(F)c(F)c(F)c(F)c2F)c(C)c1NC(=O)c1c([N+](=O)[O-])cnn1C | x | 0 | 4% | 4% | -0.2% | -40% | 20%[7.66 µM] | -3% | 0% | -3%
CC(OC(=O)C1CCN(S(=O)(=O)c2ccc(C(C)(C)C)cc2)CC1)C(=O)N1CCOCC1 (centres undefined) | -3% | 1 | -3% | x | -0.3% | -14% | -27% | -9% | 0% | 0%
COCCCNC(=O)C1CCC(CNS(=O)(=O)c2ccc3c(c2)N(C(C)=O)CCO3)CC1 (centres undefined) | -5% | -2 | -1% | 30%[activator] | 0.0% | -8% | u | 1% | 2% | 20%
COc1cc(Cn2c(=O)c3c(OC)c(C)cnc3n(C)c2=O)cc(OC)c1 | -4% | 6 | -8% | 6% | -1.0% | 0% | -36% | 2% | 0% | -28%
COC(=O)c1cc(NC(=O)CC2SC(=Nc3ccccc3)N(CCc3c[nH]c4ccccc34)C2=O)cc(C(=O)OC)c1 (centres undefined) | -3% | -1 | -10% | -15% | -0.1% | -82% | -61%[inhibitor] | -7% | -4% | -18%
O=C(O)Cn1c(-c2cscn2)nc2ccccc21 | -1% | 0 | -2% | -2% | -0.1% | 1% | 6% | -3% | 6% | -3%
Cc1cccc2sc(N(CCCN(C)C)C(=O)CCS(=O)(=O)c3ccccc3)nc12 | -9% | 1 | -17% | 18% | -0.3% | -104%[inhibitor] | -10% | -22% | 1% | -9%
Cc1ccc(-c2ccc([C@H]3[C@@H]4C=CCC[C@@]4(C)C(=O)N3Cc3ccccc3)c(F)c2)cc1 | 7% | 0 | 0% | -7% | -0.4% | 0% | 17% | 4% | u | u
Cc1cc2cccc(C)c2nc1SCC(=O)N(C)c1nc(-c2ccccc2)cs1 | 3% | x | -2% | 15% | -1.0% | -19% | 6% | 10% | -9% | 2%
CCn1c(=O)n(CC)c2cc(N3CCCC3)c(NC(=O)c3ccc(C)cc3)cc21 | 4% | 5 | -10% | 4% | -0.3% | -24% | -12% | -5% | -2% | -9%
O=C(NNC(=S)Nc1ccc(Br)cc1)c1ccccc1Br | 1% | u | -2% | 14% | u | -35% | u | 3% | -2% | 13%
CN1CCN(c2ccccc2NC(=O)c2cccs2)CC1 | -5% | -6 | -1% | -9% | -0.5% | -18% | 24% | 30% | -9% | -1%
Cc1ccc(CN2CC(C(=O)Nc3ccc(S(=O)(=O)Nc4cc(C)nc(C)n4)cc3)CC2=O)cc1 (centres undefined) | 0% | 5 | -2% | -9% | 0.1% | -20% | 19% | 1% | 9% | 6%
CCOC(=O)Cc1nnc(NC(=O)c2ccccc2OCC)s1 | 4%[46.1 µM] | -1 | -4% | 9% | 0.8% | -9% | 19% | 3% | -1% | -2%
COc1ccc(C)cc1S(=O)(=O)NC(C)C(=O)NC1CC1 (centres undefined) | -1% | -4 | -6% | u | 0.1% | -5% | 17% | 27% | -14% | 17%
COC(=O)CN1C(=O)COc2ccc(S(=O)(=O)N3CCCCCC3)cc21 | -10% | 2 | -3% | -10% | -0.1% | 8% | -3% | 5% | 3% | 9%
CCOC(=O)N/N=C\c1cccc(OC)c1OC/C=C/c1ccccc1 | 14% | 0 | -4% | -4% | 0.5% | 5% | -8% | 3% | 7% | -4%
CC(=O)c1ccc(NC(=O)Nc2ccc3c(c2)N(C)C(=O)CS3)cc1 | x | u | -4% | 6% | -0.9% | 6% | 4% | -4% | -2% | 18µM*
COc1ccc(NC(=O)CN(C)C(=O)C2CC(=O)N(c3cccc4ccccc34)C2)cc1 (centres undefined) | -3% | 0 | 0% | x | 0.2% | 1% | 32% | -4% | 10% | -4%
Cc1ccc(C)c(NC(=O)c2ccccc2C(=O)c2ccccc2)c1 | x | u | x | 4% | -0.2% | x | x | 1% | 2% | u
C[C@H]1CC[C@@]2(O[C@H](CCO)C[C@H](O)[C@H]2O)O1 | -2% | x | -6% | x | x | 8% | 12% | x | x | x
O=C(CC1NCCc2ccccc21)Nc1ccc(Oc2ccccc2)cc1 (centres undefined) | -3% | 4 | -2% | 10% | -0.1% | 0% | -18% | 18% | 3% | -12%

Not a hit list (roughly 3.8% active in at least one column).
